# Compound activity from PubChem.
# Shn3 3UTR inh – Schnurri-3 reporter inhibition in Clone20 osteoblasts | Clone20 osteoblast Shn3 3'UTR firefly luciferase, 24 h | inhibition, % at 12.5 µM | 360,000 tested, 0.52% active | AID 588674;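 active = mean inhibition of at least 75% with every replicate also reaching 75%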;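 note: 0% = median of neutral control wells and 100% = pilot-screen positive control compound; some compounds past the cut are filed as inactive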
# NR2E3 ag-1 – NR2E3 (human) agonism; GST-NR2E3/biotin-RetCOR TR-FRET, 1536-well; AID 2300; inhibition of corepressor binding, % at 4.78 µM; Q9Y5X4; 320,000 tested, 0.12% active;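 active = percent inhibition above the cutoff of mean plus 3 SD of all tested compounds, set per screening campaign, cut at about 20% in these data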;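 note: 0% = DMSO wells and 100% = biotin wells as full block of FRET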
# Target sequence (Q9Y5X4 whole entry, looked up): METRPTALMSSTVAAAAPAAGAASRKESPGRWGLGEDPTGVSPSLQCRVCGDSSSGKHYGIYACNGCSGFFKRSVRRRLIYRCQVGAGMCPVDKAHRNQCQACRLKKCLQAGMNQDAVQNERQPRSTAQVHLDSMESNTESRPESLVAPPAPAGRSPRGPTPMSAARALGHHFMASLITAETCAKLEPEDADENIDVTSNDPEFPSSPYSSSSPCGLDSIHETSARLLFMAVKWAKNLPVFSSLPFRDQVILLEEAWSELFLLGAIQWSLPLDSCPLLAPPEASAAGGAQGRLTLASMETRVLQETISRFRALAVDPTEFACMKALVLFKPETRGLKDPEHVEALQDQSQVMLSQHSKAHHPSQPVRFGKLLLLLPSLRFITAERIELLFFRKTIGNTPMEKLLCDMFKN
#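 System: GST-tagged NR2E3 plus biotinylated RetCOR corepressor; Amount: 1.35 nM GST-tagged NR2E3 final; Dosing: single nominal compound dose of 4.8 µM; Schedule: 5 h incubation at 4 °C; Technique: TR-FRET with europium anti-GST and streptavidin-D2, 340 nm excitation; Controls: biotin wells as high control, 0.6% DMSO wells as low control.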
# MITF TRPM1 inh – reduces MITF-dependent TRPM1 promoter luciferase signal | inhibition, % at 12.5 µM | 330,000 tested, 0.83% active | SK-MEL-5 TRPM1 promoter luciferase, 24 h | AID 488899;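 active = mean inhibition across replicates of 60% or more, whatever share of single replicates reaches that level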; note: values of inactives mirror those of a sister screen read the other way
# KKLEB tox – reduces viability of KKLEB cystic fibrosis airway cells; AID 602141; KKLEB CF airway cells viability, ATPlite luminescence, overnight; hits give low values; cells stimulated with P. aeruginosa culture filtrate; 360,000 tested, 0.36% active; activity change (cytotoxicity), % at 5 µM;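 active = corrected activity change at or below -50% at 5 µM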
# PDI inh – PDI (human) enzyme inhibition; P07237; PDI insulin aggregation turbidity, A650, 90 min; inhibition, % at 10 µM; 350,000 tested, 0.052% active; AID 588391;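 active = mean inhibition across replicates of 30% or more, whatever share of single replicates reach that level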;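 note: absorbance from insulin aggregation driven by PDI reduction with DTT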
# Target sequence (P07237 whole entry, looked up): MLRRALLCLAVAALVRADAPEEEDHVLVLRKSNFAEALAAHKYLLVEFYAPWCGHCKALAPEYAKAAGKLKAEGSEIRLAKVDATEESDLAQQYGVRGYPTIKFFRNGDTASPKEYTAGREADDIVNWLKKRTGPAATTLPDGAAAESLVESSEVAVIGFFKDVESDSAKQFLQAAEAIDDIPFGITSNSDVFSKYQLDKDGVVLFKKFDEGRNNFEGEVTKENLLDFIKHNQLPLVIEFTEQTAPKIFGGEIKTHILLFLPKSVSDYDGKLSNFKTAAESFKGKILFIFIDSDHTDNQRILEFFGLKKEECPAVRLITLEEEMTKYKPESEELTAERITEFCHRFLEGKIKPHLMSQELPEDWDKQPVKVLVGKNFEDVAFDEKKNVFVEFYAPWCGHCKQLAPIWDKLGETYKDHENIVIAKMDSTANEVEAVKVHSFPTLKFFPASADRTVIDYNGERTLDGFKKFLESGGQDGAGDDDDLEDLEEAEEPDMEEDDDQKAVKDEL
# HIF-2a block – blocks HIF-2a reporter activity | 786-0 RCC cells HIF-2a reporter, luciferase luminescence, overnight | 360,000 tested, 0.72% active | inhibition, % at 18.8 µM;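 active = inhibition of the luminescence signal of 40% or more relative to plate controls, in a single-dose primary screen at 18.75 µM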
# Peg3 promoter – reduces Peg3 promoter-driven luciferase expression in HeLa. inhibition, % at 20 µM. 360,000 tested, 1.7% active. HeLa PEG-Prom luciferase reporter, luminescence, overnight;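 active = inhibition of at least 50% at 20 µM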
# NR2E3 ag-2 – activates human NR2E3 receptor; inhibition of corepressor binding, % at 3.98 µM; CHO-S Gal4-NCOR/VP16-NR2E3 two-hybrid, luciferase; 360,000 tested, 0.35% active; AID 602229; Q9Y5X4;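 active = inhibition above the mean of all tested compounds plus 3 SD, cut at about 70% in these data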;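 note: 0% = DMSO with NR2E3 transfected cells and 100% = cells lacking NR2E3 construct; higher means lower luciferase signal from less NR2E3 corepressor binding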
# CaV13 FRET inh – Disruptors of the CACNA1D IQ motif to Ca2+-dependent inactivation inhibitor domain association, primary screening, Förster resonance energy transfer in intact living …; HEK cells, CFP/YFP FRET ICDI-IQ, plate reader, 10 min; percent FRET-ratio fall versus neutral wells; inhibition, % at 12.3 µM; 340,000 tested, 0.098% active; AID 743397;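 active = mean replicate inhibition of at least 30% and at least 1% of replicates passing that level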;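 note: 0% = median of the neutral control wells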
# Vif imaging – HIV Vif inhibition; 340,000 tested, 0.35% active; AID 602346; HEK293T cells, Vif self-association by quenched fluorescence, imaging, 24 h; inhibition, % at 7.49 µM; in the data active = inhibition above about 50%, passing the limit was not always enough; note: some results filed as inactive read as strong as hits
# CF NFkB inh – cystic fibrosis NF-kB activation inhibition | AID 588850 | 360,000 tested, 0.86% active | KKLEB NF-kB-GFP reporter, PAF-induced, GFP fluorescence overnight | inhibition, % at 5 µM;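 active = at least 50% inhibition at 5 µM, scaled per plate between neutral and stimulator controls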;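 note: PAF is a Pseudomonas aeruginosa culture filtrate used as stimulus; plate controls were PAF-stimulated DMSO wells for no effect and unstimulated DMSO wells for full effect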
# * hit, by the source's call; . = not tested or not shown.
molecule,Shn3 3UTR inh,NR2E3 ag-1,MITF TRPM1 inh,KKLEB tox,PDI inh,HIF-2a block,Peg3 promoter,NR2E3 ag-2,CaV13 FRET inh,Vif imaging,CF NFkB inh
O=C(NC(=S)NCc1ccccc1Cl)c1cccs1,11,.,7,-4,-11,-14,-7,27,-7,-4,-25
Cc1ccc(S(=O)(=O)NNC(=O)c2ccncc2)cc1[N+](=O)[O-],-10,4,8,-3,4,11,13,-14,-3,-5,-15
CC(C)OC(=O)CC(=O)CSc1nc2c(cc1C#N)CCCCCC2,-51,1,-18,-10,-2,-64,-22,-11,-6,-1,8
Cc1ccc2c(C)c(C(=O)N(Cc3ccncc3)CC3CCCO3)oc2c1C (configuration not stated),-4,3,-10,-3,2,-2,18,-42,-11,-11,4
Cc1ccc(Nc2ccc(-n3ccnc3)nn2)cc1C,0,6,-21,1,-3,-100,-91,-18,.,7,-12
Cc1cc(NC(=O)COC(=O)c2cnccn2)ccc1Br,-1,.,6,10,-8,1,-7,-26,-6,-1,-29
Cn1nnc2c[n+](CC(=O)c3ccc4ccccc4c3)cc(Br)c21,-8,-4,13,-8,-3,14,31,-27,4,-3,17
Cc1cccnc1NC(=S)NC(=O)c1cncc(Br)c1,-111,7,-59,9,-7,-224,-198,-51,-8,-11,13
COc1ccc(/C=N/NC(=S)Nc2ccccc2)cc1COc1ccc(F)cc1,4,-4,0,0,-4,-3,-4,-18,-3,8,13
Cc1cccc(C(CC(=O)N2CCCC2)c2ccccc2)c1O (configuration not stated),-4,-1,6,-2,-4,9,11,11,-5,-5,2
COCCn1nnnc1CN1CCOCC1,0,4,-3,-11,-3,-1,-2,3,-9,3,10
COc1cccc(NC(=O)CCC2CCN(C(=O)c3cccc(NC(C)=O)c3)CC2)c1,11,0,4,3,-5,14,3,-35,-2,-3,1
Cc1ccc(S(=O)(=O)N2CCOCC2)cc1NC(=O)Cn1nnc(-c2ccccc2)n1,-2,.,.,1,-5,10,-5,-14,-5,-8,-14
Cc1ccc(/C=N/NC(=O)Cc2c(F)cccc2Cl)s1,-16,0,-5,-16,15,-131,-118,-75,-6,-1,16
O=C(O)c1ccc(NC2=C(N3CCOCC3)C(=O)c3ccccc3C2=O)cc1,-43,-3,-6,2,-2,6,-2,-5,-5,7,9
Cc1ccc(C(=O)Nc2cnc3ccccc3c2)cc1,86*,-1,84*,-20,1,84*,99*,-104,-5,1,-5
O=C(NCc1cccnc1)c1ccc(S(=O)(=O)N2CCCCC2)cc1,-7,4,8,0,0,0,5,3,-5,.,-2
CCOC(=O)C1(C)CCCN(C(=O)c2ccccc2OC(F)(F)F)C1 (configuration not stated),-36,.,.,-11,-1,-3,17,-32,-10,-6,15
COc1ccccc1-c1nc(SC)n[nH]1,0,6,17,8,8,-78,-43,-14,7,-1,0
CCCN(CC(=O)Nc1ccccc1OC)C(=O)CCC(=O)c1ccc(OCC)cc1,14,1,3,3,-55,3,19,6,-5,-1,-5
Cc1ccccc1-c1cc(C(=O)NCc2cccc(C(F)(F)F)c2)nn1CC1CC(c2cccc([N+](=O)[O-])c2)=NO1 (configuration not stated),16,1,3,-12,-5,6,-6,-6,-10,-16,15
CCOc1ccc(CCNC(=O)COC(=O)Cn2cnc3c2c(=O)n(C)c(=O)n3C)cc1OCC,4,2,-6,-9,-3,16,-13,-8,-3,-5,21
CCOC(=O)N1CC=C2C(C#N)=C(N)C(C#N)(C#N)[C@H](c3cccs3)[C@H]2C1,7,10,7,14,-2,26,10,-11,-7,-1,-7
CC(=O)Nc1cccc(NC(=O)CSc2ccc(-c3ccco3)nn2)c1,-15,-2,-10,-5,1,-22,-40,-17,-6,-3,-25

# Another view of some results above.
> CCOC(=O)C1(C)CCCN(C(=O)c2ccccc2OC(F)(F)F)C1 (configuration not stated)
  Shn3 3UTR inh = -36
  NR2E3 ag-1 = .
  MITF TRPM1 inh = .
  KKLEB tox = -11
  PDI inh = -1
  HIF-2a block = -3
  Peg3 promoter = 17
  NR2E3 ag-2 = -32
  CaV13 FRET inh = -10
  Vif imaging = -6
  CF NFkB inh = 15

> O=C(O)c1ccc(NC2=C(N3CCOCC3)C(=O)c3ccccc3C2=O)cc1
  Shn3 3UTR inh = -43
  NR2E3 ag-1 = -3
  MITF TRPM1 inh = -6
  KKLEB tox = 2
  PDI inh = -2
  HIF-2a block = 6
  Peg3 promoter = -2
  NR2E3 ag-2 = -5
  CaV13 FRET inh = -5
  Vif imaging = 7
  CF NFkB inh = 9

# Continued.
molecule,Shn3 3UTR inh,NR2E3 ag-1,MITF TRPM1 inh,KKLEB tox,PDI inh,HIF-2a block,Peg3 promoter,NR2E3 ag-2,CaV13 FRET inh,Vif imaging,CF NFkB inh
c1ccc(Cc2c[nH]c3ccccc23)cc1,17,-2,6,8,1,0,7,-36,-20,10,-12
NC(=O)CN1CCN(Cc2ccc3c(c2)OCO3)CC1,9,3,0,5,6,11,7,14,10,0,1
CN(C)c1ccc(CN2CCCC(O)C2)cc1 (configuration not stated),-12,2,8,2,-5,14,-3,-17,-3,-16,4
OCCNCC(O)Cn1ccc2ccccc21 (configuration not stated),6,1,0,-2,-4,21,5,6,-5,-1,-3
CC1Sc2ccc(S(=O)(=O)CCC(=O)NC3CCCC(C)C3C)cc2NC1=O (configuration not stated),34,1,5,1,7,19,19,5,-2,0,-10
COc1cccc(N2CCN(c3c(C#N)c(C(F)(F)F)nn3C)CC2)c1,24,-2,-17,-4,-2,20,-4,-13,.,-21,52*
Cc1ccc(S(=O)(=O)N2CCCOC2CNC(=O)C(=O)NCc2ccccn2)cc1 (configuration not stated),2,4,13,-10,-1,9,13,8,-6,.,5
CC(C)CCn1c(=O)c2sccc2n2c(CCCC(=O)N3CCC(N4CCCCC4)CC3)nnc12,6,-1,6,6,-15,8,8,-11,-7,4,-18
Cn1ncc2c(=O)[nH]c(N)nc21,-24,.,7,-16,-4,2,14,-17,-6,0,18
Cc1ccc(SCC(=O)OCC(=O)NCc2ccco2)cc1,-6,5,-5,-13,5,-2,5,-7,-5,2,11
CC(=O)Nc1ccc(S(=O)(=O)NCc2ccc(C(=O)NCc3ccc(Cl)cc3)cc2)cc1,-6,1,-2,-3,3,21,6,3,-8,-2,13
Cc1cccc(OCc2ccccc2)n1,-18,.,0,4,-6,10,12,14,-5,-6,-38

# Next structures follow:
# Below each SMILES – Shn3 3UTR inh | NR2E3 ag-1 | MITF TRPM1 inh | KKLEB tox | PDI inh | HIF-2a block | Peg3 promoter | NR2E3 ag-2 | CaV13 FRET inh | Vif imaging | CF NFkB inh
Cc1cc(OC(C)C(=O)N2C[C@H]3C[C@@H](C2)c2cccc(=O)n2C3)c2c(C)c(C)c(=O)oc2c1 (some centres not stated)
    -7 | -2 | -2 | 11 | . | -12 | 5 | -7 | . | -2 | -44
CCOC(=O)c1c(NC(=O)CN(C)C2CCN(C)CC2)sc(C(=O)Nc2ccccc2)c1C
    -9 | -2 | -1 | -2 | 2 | -133 | 15 | -14 | -4 | 7 | 21
NC(CCc1ccccc1)c1csc(Nc2ccc(C(=O)c3ccccc3)cc2)n1 (configuration not stated)
    6 | . | . | -11 | -4 | -10 | 88* | 16 | -6 | 57* | 25
CCOCCCNC(=O)C(c1ccc(OC)cc1)N(Cc1ccc2c(c1)OCO2)C(=O)CNC(C)=O (configuration not stated)
    9 | 4 | -14 | -2 | 3 | 8 | 2 | -33 | . | 5 | 9
NCCNc1ccc([N+](=O)[O-])c(NC2CC2)c1
    4 | -4 | 9 | -7 | 2 | 11 | -7 | -12 | -20 | 2 | 7
Cc1cc(=O)n2nc(N3CCCC(C(=O)NCCc4ccccc4)C3)sc2n1 (configuration not stated)
    4 | -2 | 11 | -5 | 1 | 8 | 14 | 0 | -5 | 2 | 7
COc1ccccc1C(CNC(=O)c1cccc(NS(=O)(=O)c2ccc(C)c(F)c2)c1)N1CCCC1 (configuration not stated)
    14 | -1 | -3 | -4 | 17 | 5 | 1 | 11 | -5 | 0 | 13
CCOC(=O)/C(C#N)=C/c1c(N2CCN(c3ccccc3)CC2)nc2c(C)cccn2c1=O
    22 | . | 19 | -27 | -57 | 12 | 24 | -24 | -4 | -10 | 29
Cc1cc(C)cc(C(=O)Nc2c3c(nn2C(C)(C)C)CS(=O)(=O)C3)c1
    -8 | 1 | -4 | -2 | -5 | 14 | 1 | -23 | -7 | 2 | 9
O=C(COC(=O)CNC(=O)c1ccc(-c2ccccc2)cc1)NCc1ccco1
    23 | 4 | 7 | 6 | -7 | 6 | -8 | 1 | -3 | -3 | -16
CC(C)c1cccc(OCCCCN(C)C)c1
    -11 | 1 | -8 | -2 | 2 | 7 | 10 | 3 | -4 | 6 | 6
CCOC(=O)C1CCCN(C(=O)c2cc(Nc3ccc(OC)c(OC)c3)nc3ccccc23)C1 (configuration not stated)
    22 | -3 | -11 | -16 | -8 | -65 | -24 | -18 | -3 | -5 | 20

# Among those listed so far, these have fluorine:
# Below each SMILES – Shn3 3UTR inh | NR2E3 ag-1 | MITF TRPM1 inh | KKLEB tox | PDI inh | HIF-2a block | Peg3 promoter | NR2E3 ag-2 | CaV13 FRET inh | Vif imaging | CF NFkB inh
COc1ccc(/C=N/NC(=S)Nc2ccccc2)cc1COc1ccc(F)cc1
    4 | -4 | 0 | 0 | -4 | -3 | -4 | -18 | -3 | 8 | 13
Cc1ccc(/C=N/NC(=O)Cc2c(F)cccc2Cl)s1
    -16 | 0 | -5 | -16 | 15 | -131 | -118 | -75 | -6 | -1 | 16
CCOC(=O)C1(C)CCCN(C(=O)c2ccccc2OC(F)(F)F)C1 (configuration not stated)
    -36 | . | . | -11 | -1 | -3 | 17 | -32 | -10 | -6 | 15
Cc1ccccc1-c1cc(C(=O)NCc2cccc(C(F)(F)F)c2)nn1CC1CC(c2cccc([N+](=O)[O-])c2)=NO1 (configuration not stated)
    16 | 1 | 3 | -12 | -5 | 6 | -6 | -6 | -10 | -16 | 15
COc1cccc(N2CCN(c3c(C#N)c(C(F)(F)F)nn3C)CC2)c1
    24 | -2 | -17 | -4 | -2 | 20 | -4 | -13 | . | -21 | 52*
COc1ccccc1C(CNC(=O)c1cccc(NS(=O)(=O)c2ccc(C)c(F)c2)c1)N1CCCC1 (configuration not stated)
    14 | -1 | -3 | -4 | 17 | 5 | 1 | 11 | -5 | 0 | 13
